TDP1 cell CPT – DT40-hTDP1 cell growth loss with CPT | chicken DT40 Tdp1-/-;hTDP1 cells + 20 nM CPT, ATP luminescence, 48 h | Potency, µM (highest dose often 46.2 µM), for inactives: at the top dose activity change, negative = growth inhibition, most hits filed as inhibitors | actives 12% (n = 420,000) | AID 686979; further: nearly all actives have a fitted effect of over 55% in size
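Chicken DT40 Tdp1-/- cells stably complemented with human TDP1 were seeded at 400 cells/well in medium containing 20 nM camptothecin, exposed to pin-transferred compounds, and grown at 37 °C for at least 48 hr. Viability was read as ATP luminescence.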
DT40 TDP1 no CPT – qHTS for Inhibitors of human tyrosyl-DNA phosphodiesterase 1 (TDP1): qHTS in cells in absence of CPT. DT40 Tdp1-/- hTDP1 cells, no CPT, ATP luminescence, 48 h. Potency, µM (series often up to 46.2 µM), without a hit: top-dose activity change, negative = growth inhibition, actives largely listed as inhibitors. actives 15% (n = 420,000); further: nearly all actives have a fitted effect of over 55% in size
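No-CPT arm: Tdp1-/-;hTDP1 DT40 cells (400/well) plus compounds, incubated ≥48 hr at 37 °C. Readout CellTiter-Glo luminescence.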
GCN5L2 inh – GCN5L2 (KAT2A) acetyltransferase inhibition | Potency, µM (doses to about 58.9 µM), for the others: at the highest dose activity change, negative = inhibition, actives largely listed as inhibitors | GCN5L2 HAT assay, ThioGlo1 CoA-SH fluorescence | Q92830 | actives 0.21% (n = 390,000)
Target sequence (Q92830 whole entry, looked up): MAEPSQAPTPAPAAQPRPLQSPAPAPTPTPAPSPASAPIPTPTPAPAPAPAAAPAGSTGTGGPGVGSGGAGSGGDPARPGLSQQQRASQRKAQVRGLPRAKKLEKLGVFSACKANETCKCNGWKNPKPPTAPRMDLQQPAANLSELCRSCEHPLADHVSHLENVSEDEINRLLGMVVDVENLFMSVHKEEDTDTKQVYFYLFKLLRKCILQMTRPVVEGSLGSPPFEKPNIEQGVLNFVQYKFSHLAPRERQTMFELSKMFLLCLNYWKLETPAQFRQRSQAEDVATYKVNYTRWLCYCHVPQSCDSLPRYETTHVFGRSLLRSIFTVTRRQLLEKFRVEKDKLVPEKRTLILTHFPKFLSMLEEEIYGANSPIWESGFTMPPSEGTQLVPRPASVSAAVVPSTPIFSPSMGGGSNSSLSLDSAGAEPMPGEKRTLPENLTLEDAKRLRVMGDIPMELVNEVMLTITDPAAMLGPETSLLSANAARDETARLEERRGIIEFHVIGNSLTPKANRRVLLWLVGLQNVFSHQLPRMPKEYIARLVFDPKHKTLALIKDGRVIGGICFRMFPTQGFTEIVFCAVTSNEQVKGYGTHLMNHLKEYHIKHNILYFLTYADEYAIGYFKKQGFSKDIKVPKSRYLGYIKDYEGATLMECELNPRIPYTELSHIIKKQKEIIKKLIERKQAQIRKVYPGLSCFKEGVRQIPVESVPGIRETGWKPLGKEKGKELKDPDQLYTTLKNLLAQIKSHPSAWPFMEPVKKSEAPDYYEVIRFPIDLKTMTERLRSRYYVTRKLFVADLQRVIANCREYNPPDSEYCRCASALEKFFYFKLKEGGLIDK
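GCN5L2 (20 nM) in 50mM HEPES pH 7.5, 0.1mM EDTA, 0.01% Tween-20 preincubated 15 min with compounds at room temperature. Reaction started with H3(1-25) 75uM, acetyl-CoA 70uM, ThioGlo1 50uM; CoA-thiol fluorescence (Ex340/Em540) read at 0 and 20 min.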
The depositor's hits bear a star; ? = inconclusive; nt = not tested or not shown; & = joins results of further samples. The call rests on the fitted dose curve; in most records, active means well fitted curve in the direction sought with a large enough effect; inconclusive means small, poorly fitted or top-dose-only effect, or another doubt; inactive means no such curve, though single readings can be large; an effect the other way counts as inactive or inconclusive. On the % scale 0 is the no-effect control and ±100 the full control effect; potency means the concentration at half of the fitted maximal effect.

| SMILES | DT40 TDP1 no CPT | GCN5L2 inh | TDP1 cell CPT |
| --- | --- | --- | --- |
| O=C1c2ccsc2SCCN1Cc1ccc(Cl)cc1Cl | ? | 1.9% | ? |
| CC(=O)Nc1cccc(C(=O)OCC(=O)NC2CCCCCCC2)c1 | -26.7% | -2.7% | -17.0% |
| O=C(COC(=O)c1cc([N+](=O)[O-])ccc1NCc1ccccc1)NC1CCCc2ccccc21 (stereo unspecified) | ? | 1.6% | ? |
| Cc1noc(C)c1COc1ccc(C(=O)OC(C)C(=O)Nc2ccc(S(=O)(=O)N3CCOCC3)cc2)cc1 (stereo unspecified) | ? | 0.9% | ? |
| O=C(Cn1cc([N+](=O)[O-])ccc1=O)NCC1COc2ccccc2O1 (stereo unspecified) | ? | -7.2% | -5.1% |
| Cc1ccc(NC(=O)c2ncn(CCCNCC(C)c3ccccc3)n2)cc1C (stereo unspecified) | ? | nt | ? |
| COc1ccc(CCC(=O)NCC(c2ccco2)N2CCc3ccccc32)cc1 (stereo unspecified) | 23.1µM* | ? | 18.4µM* |
| CCc1nc2ccc(C(=O)NCCOc3ccc(OC)cc3)cn2c1N(C=O)Cc1ccc(OC)cc1 | ? | nt | 23.1µM* |

Ordered by SMILES length (smallest number first): 3 of the compounds above.
| SMILES | DT40 TDP1 no CPT | GCN5L2 inh | TDP1 cell CPT |
| --- | --- | --- | --- |
| O=C1c2ccsc2SCCN1Cc1ccc(Cl)cc1Cl | ? | 1.9% | ? |
| O=C(Cn1cc([N+](=O)[O-])ccc1=O)NCC1COc2ccccc2O1 (stereo unspecified) | ? | -7.2% | -5.1% |
| CCc1nc2ccc(C(=O)NCCOc3ccc(OC)cc3)cn2c1N(C=O)Cc1ccc(OC)cc1 | ? | nt | 23.1µM* |

Additional structures.
| SMILES | DT40 TDP1 no CPT | GCN5L2 inh | TDP1 cell CPT |
| --- | --- | --- | --- |
| Cc1cccn2c(=O)c3cc(C(=O)N4CCN(Cc5ccccc5)CC4)sc3nc12 | -22.1% | -9.8% | ? |
| CCC(C)C(NS(=O)(=O)c1ccc(C)cc1)C(=O)NCCCN1CCOCC1 (stereo unspecified) | ? | -3.9% | -1.2% |
| O=C(NC1CCCC1)C(c1ccccc1)N(Cc1ccc(F)cc1)C(=O)c1csnn1 (stereo unspecified) | -7.8% | -0.2% | -14.2% |
| O=C1c2ccc(-c3ccc(F)cc3OCc3ccccc3)cc2S(=O)(=O)c2cccc(C(=O)N3CCN(c4ncc(Br)cn4)CC3)c21 | ? | -2.7% | ? |
| CCC1=NC(c2ccccc2Cl)N(O)C1(C)C (stereo unspecified) | -3.9% | 1.9% | 4.8% |
| O=[N+]([O-])c1ccc(N2CCN(CCOCCO)CC2)c([N+](=O)[O-])c1 | 2.1% | ? | 9.9% |
| COc1ccc(NC(=S)N(CCO)Cc2cc3c(C)cc(C)cc3[nH]c2=O)cc1 | ? | ? | ? |
| CCOC(=O)C1(Cc2cccc(OC)c2)CCN(Cc2ccc(OC)c(O)c2)CC1 | ? | 7.6% | ? |
| COCc1c(C(=O)N/N=C\c2cccs2)nnn1-c1nonc1N | -18.4% | -1.6% | 9.0% |
| CC1(NC(=O)CCc2nc3ccccc3c(=O)[nH]2)CCS(=O)(=O)C1 (stereo unspecified) | 15.5% | -1.2% | 3.9% |
| Cc1cnc(-n2ncc(C(=O)NCc3ccncc3)c2C(C)C)nc1-c1ccc(F)cc1 | ? | nt | ? |
| CCOc1cc(CNCc2cc(OC)cc(OC)c2)ccc1OC | 8.2µM* | -1.9% | 13µM* |
| COc1ccc(OCc2nnc(SCC(=O)Nc3ccccc3C#N)o2)cc1 | 9.7% | 0.6% | -12.0% |
| COC(=O)c1ccccc1S(=O)(=O)N1CCC(C(=O)OC(C)C(=O)Nc2ccc(NC(C)=O)cc2)CC1 (stereo unspecified) | -14.6% | -12.0% | -6.4% |
| COc1ccc(CNC(=O)c2ccc[nH]2)cc1Cl | 2.1% | -0.7% | 17.3% |
| CCN(CC)C(=O)c1sc2nc(-c3ccccn3)[nH]c(=O)c2c1C | 11.6µM* | nt | 23.1µM* |
| CCOC(=O)NNC(=S)Nc1c(C)n(C)n(-c2ccccc2)c1=O | 1.4% | -7.7% | 1.4% |
| O=C(CSc1nc(COc2ccccc2)nc2ccccc12)NC1CCCC1 | -24.2% | -3.6% | -1.6% |
| NC(=O)c1ccc(-c2csnn2)cc1 | -0.3% | -7.5% | -2.4% |
| COc1cccc(NC2=Nc3cccc4cccc2c34)c1 | ? | -17.8% | -28.5% |
| CN(C1CCCCC1)S(=O)(=O)c1ccc(C(=O)Nc2sc3c(c2C(N)=O)CC(C)(C)NC3(C)C)cc1 | ? | -1.9%&-5.2% | ? |
| CN1CCN(C(=O)CNC(=O)Cc2ccc(Cl)cc2)CC1 | -11.3% | -3.8% | ? |
| O=C(c1cccc(S(=O)(=O)N2CCCC2)c1)N1CCN(c2ncccn2)CC1 | -26.8% | 1.2% | 21.4% |
| Cc1cc(Cl)c(S(=O)(=O)N2CCN(c3ccccc3)CC2)cc1OCC(N)=O | ? | -8.1% | -3.1% |

In a second layout: entries from further up
Fields: DT40 TDP1 no CPT | GCN5L2 inh | TDP1 cell CPT
> O=C1c2ccc(-c3ccc(F)cc3OCc3ccccc3)cc2S(=O)(=O)c2cccc(C(=O)N3CCN(c4ncc(Br)cn4)CC3)c21
 : ? | -2.7% | ?
> CCC1=NC(c2ccccc2Cl)N(O)C1(C)C (stereo unspecified)
 : -3.9% | 1.9% | 4.8%
> O=[N+]([O-])c1ccc(N2CCN(CCOCCO)CC2)c([N+](=O)[O-])c1
 : 2.1% | ? | 9.9%
> COc1ccc(NC(=S)N(CCO)Cc2cc3c(C)cc(C)cc3[nH]c2=O)cc1
 : ? | ? | ?
> CCOC(=O)C1(Cc2cccc(OC)c2)CCN(Cc2ccc(OC)c(O)c2)CC1
 : ? | 7.6% | ?
> COCc1c(C(=O)N/N=C\c2cccs2)nnn1-c1nonc1N
 : -18.4% | -1.6% | 9.0%
> CC1(NC(=O)CCc2nc3ccccc3c(=O)[nH]2)CCS(=O)(=O)C1 (stereo unspecified)
 : 15.5% | -1.2% | 3.9%
> Cc1cnc(-n2ncc(C(=O)NCc3ccncc3)c2C(C)C)nc1-c1ccc(F)cc1
 : ? | nt | ?
> CCOc1cc(CNCc2cc(OC)cc(OC)c2)ccc1OC
 : 8.2µM* | -1.9% | 13µM*
> COc1ccc(OCc2nnc(SCC(=O)Nc3ccccc3C#N)o2)cc1
 : 9.7% | 0.6% | -12.0%
> COC(=O)c1ccccc1S(=O)(=O)N1CCC(C(=O)OC(C)C(=O)Nc2ccc(NC(C)=O)cc2)CC1 (stereo unspecified)
 : -14.6% | -12.0% | -6.4%
> COc1ccc(CNC(=O)c2ccc[nH]2)cc1Cl
 : 2.1% | -0.7% | 17.3%
> CCN(CC)C(=O)c1sc2nc(-c3ccccn3)[nH]c(=O)c2c1C
 : 11.6µM* | nt | 23.1µM*
> CCOC(=O)NNC(=S)Nc1c(C)n(C)n(-c2ccccc2)c1=O
 : 1.4% | -7.7% | 1.4%
> O=C(CSc1nc(COc2ccccc2)nc2ccccc12)NC1CCCC1
 : -24.2% | -3.6% | -1.6%
> NC(=O)c1ccc(-c2csnn2)cc1
 : -0.3% | -7.5% | -2.4%
> COc1cccc(NC2=Nc3cccc4cccc2c34)c1
 : ? | -17.8% | -28.5%
> CN(C1CCCCC1)S(=O)(=O)c1ccc(C(=O)Nc2sc3c(c2C(N)=O)CC(C)(C)NC3(C)C)cc1
 : ? | -1.9%&-5.2% | ?

(listing goes on)
| SMILES | DT40 TDP1 no CPT | GCN5L2 inh | TDP1 cell CPT |
| --- | --- | --- | --- |
| CC(O)CNc1cnccn1 (stereo unspecified) | -0.6% | -2.4% | -3.5% |
| O=C(CN1CCCC1)Nc1ccccc1Cl | 0.5% | -6.1% | -3.4% |
| CCC(Sc1nc2ncccc2[nH]1)C(=O)N1CCOCC1 (stereo unspecified) | 11.6% | -15.0% | 5.3% |
| CCOc1ccc(S(=O)(=O)NCCc2csc3nc(-c4cccc(C)c4)nn23)cc1 | 18.4µM* | -1.5% | ? |
| O=C(N/N=C/c1cn(Cc2cccc(F)c2)c2ccccc12)c1cc(O)cc(O)c1 | -15.8% | -24.5% | -16.7% |
| C=CCNC(=O)/C(C#N)=C/c1ccccc1[N+](=O)[O-] | ? | -1.8% | -19.4% |
| COCCCNC(=O)c1c(NC(=O)c2cc(=O)c3ccccc3o2)sc2c1CCCC2 | 5.17µM* | -15.6% | -16.7% |
| CCOc1cc(C2NC(=O)c3c(sc4c3CCN(C)C4)N2)ccc1OC(=O)c1ccc(Br)cc1 (stereo unspecified) | 3.5% | -3.6% | 3.7% |
| CC(NC(=O)CCc1nc2cc(S(=O)(=O)N3CCOCC3)ccc2n1C)c1ccc(S(N)(=O)=O)cc1 (stereo unspecified) | 5.3% | -1.9% | 9.1% |
| CCOc1cc(NC(=O)c2cccs2)c(OCC)cc1NC(=O)CCC(=O)NCc1ccccn1 | -0.2% | -2.3% | ? |
| CCN(CC)Cc1ccccc1Sc1ccccc1 | -28.5% | 0.7% | -8.5% |
| Cc1ccccc1C(=O)NC(=S)N(Cc1ccccc1)c1ccccn1 | ? | -0.8% | ? |
| C=CCNC(=O)/C(C#N)=C/c1ccc(OS(=O)(=O)c2ccc(C)cc2)c(OC)c1 | ? | -7.7% | ? |
| CC1(C)CC(=O)C=C(N=CC2=C(O)CC(C)(C)CC2=O)C1 | -25.7% | nt | -82.8% |
| Cc1ccc(S(=O)(=O)Nc2ccncc2)c(C)c1N(C)S(=O)(=O)c1ccc(Cl)cc1 | 4.0% | -2.5% | -9.0% |
| Cc1[nH]c2ccccc2c1C(=O)c1cc([C@H](NC(=O)OC(C)(C)C)C(C)C)sc1N | ? | nt | ? |
| CC1CCN(S(=O)(=O)c2ccc(C(=O)NCc3cccnc3)cc2)CC1 | -19.3% | -4.8% | -4.3% |
| O=C(COC(=O)Cc1c(F)cccc1Cl)Nc1nnc(-c2ccccc2)o1 | -17.9% | -0.7% | -24.4% |
| CCCSc1nc(C)cc(C)c1S(C)(=O)=O | 6.5% | -3.3% | 2.3% |
| C[C@@H]1C(c2ccc(F)cc2)=NN(c2ccccc2)[C@H]1C(=O)N1CCOC1=O | -7.8% | -10.0% | 13.4% |
| Cn1c(CNc2nc(-c3ccccc3)cs2)nnc1SCC(=O)N1CCc2ccccc21 | ? | 0.4% | ? |
| CCCn1c(SCC(=O)Nc2ccccc2C(=O)OC)nc2c1c(=O)n(C)c(=O)n2C | ? | 2.9% | -27.9% |
| Cc1ccc(-c2nnn(CC(=O)N(Cc3ccco3)C(C(=O)NC(C)(C)C)c3cccs3)n2)o1 (stereo unspecified) | ? | -0.1% | ? |
| COc1ccc2c(c1)c1c(c(=O)n(-c3ccccc3)c(=O)n1CC(=O)NCc1ccc(C)cc1)n2C | -29.7% | 9.2% | -22.7% |
| CCOc1ccc(-n2c(SCC(=O)Nc3ccc(OC)cc3OC)nc3c(c2=O)SCC3)cc1 | -22.7% | -4.7% | -11.6% |
| COc1cccc(CNC(=O)CSc2ccc(-c3sc(-c4ccccc4)nc3C)nn2)c1 | 18.4µM* | -5.1% | ? |
| COc1cc(/C=N/N=C(\N)c2nonc2N)ccc1O | -11.8% | -20.9% | 0.8% |
| COc1ccc(S(=O)(=O)N2N=C(C)Oc3ccccc3C2=O)cc1 | 2.91µM* | 23.4% | 2.91µM* |
| O=C(c1ccccc1)N1CCn2c(nc3ccccc32)C1 | 1.9% | -5.0% | 6.0% |
| O=C(NCC1COc2ccccc2O1)c1ccc(Br)s1 (stereo unspecified) | ? | -7.8% | -5.9% |
| O=C(COC(=O)c1cccs1)Nc1cccc(Cl)c1 | 22.7% | -13.7% | -3.8% |
| Cc1ccc(-c2nc(CS(=O)CC(=O)NCc3ccco3)c(C)o2)cc1 (stereo unspecified) | -25.0% | -5.6% | 10.9% |
| O=C(CS(=O)(=O)c1cccc2nsnc12)Nc1ccccc1Cl | -23.7% | 3.6% | 1.7% |
| CCOc1ccc(N(C)S(=O)(=O)c2ccc(-c3cc(C)no3)s2)cc1 | 4.11µM* | -13.0% | 3.66µM* |
| NC(=O)C1CC(=O)N(c2ccc(OCc3ccccc3Cl)cc2)C1 (stereo unspecified) | 10.8% | 14.4% | ? |
| CCCCCC(=O)OC(CN1CCCCC1)CN1CCCC1=O (stereo unspecified) | 1.4% | -2.7% | -0.9% |
| Cc1ccc(S(=O)(=O)NCC(=O)NCC(=O)OC(C(=O)NC(N)=O)C(C)C)cc1C (stereo unspecified) | 4.8% | 0.5% | -3.9% |
| O=C(COc1ccccc1-c1ccccc1)Nc1ccc(S(=O)(=O)NCc2ccco2)cc1 | -29.1% | -3.7% | -13.0% |
| CC(=O)OC[C@@]1(O)C[C@]23CCC4c5ccoc5CC[C@@]4(C)C2CCC1C3 (stereo partly specified) | 1.9% | 4.9% | -0.2% |
| COc1ccc(/C=C/C(=O)OCC(=O)NC2CCCCC2C)c(OC)c1 (stereo unspecified) | -10.2% | 2.7% | -2.5% |

Screening results as filed in PubChem BioAssay.
